CHO-K1 Ca antag = M1 antagonist counterscreen hit in parental CHO-K1 cells. 360,000 tested, 0.6% active. AID 602250. ATP-induced calcium, Fluo-8 fluorescence. inhibition, % at 3 µM;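 active = inhibition above a per-plate cutoff, the plate's mean sample inhibition plus 3 SD, cut at about 24% in these data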;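 note: 0% = DMSO plus EC80 ATP and 100% = DMSO alone without ATP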
CHRM1 agonist = activates human CHRM1 receptor | 360,000 tested, 0.33% active | P11229 | AID 588814 | CHO-K1 hM1, Fluo-8 calcium fluorescence, agonist mode; 0% DMSO, 100% acetylcholine EC100 | activation, % at 3 µM;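 active = activation above the run's mean compound activation plus 3 SD, cut at about 16% in these data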;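 note: peak over basal fluorescence ratio within a 140 s kinetic read after compound addition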
Target sequence (P11229 whole entry, looked up): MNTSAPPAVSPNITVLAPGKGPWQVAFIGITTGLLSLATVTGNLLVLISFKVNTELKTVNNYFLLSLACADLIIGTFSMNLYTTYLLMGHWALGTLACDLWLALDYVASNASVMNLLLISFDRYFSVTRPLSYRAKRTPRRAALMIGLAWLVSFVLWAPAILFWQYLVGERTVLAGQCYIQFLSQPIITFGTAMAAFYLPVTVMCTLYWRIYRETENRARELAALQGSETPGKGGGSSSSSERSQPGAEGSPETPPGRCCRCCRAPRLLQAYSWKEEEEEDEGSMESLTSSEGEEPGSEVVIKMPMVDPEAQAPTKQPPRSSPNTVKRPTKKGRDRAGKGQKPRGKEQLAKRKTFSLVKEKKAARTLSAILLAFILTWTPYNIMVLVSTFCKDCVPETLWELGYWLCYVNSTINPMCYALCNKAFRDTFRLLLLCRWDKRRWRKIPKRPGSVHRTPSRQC
CHO-K1 Ca ag = counter-screen for M1 agonists: effect in parental CHO-K1 cells | Fluo-8 calcium fluorescence; scaled to maximal ATP response, vehicle zero | 360,000 tested, 0.48% active | activation, % at 3 µM; in the data active = activation above about 15%;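 note: untransfected CHO-K1 host cells lacking M1 receptor as counterscreen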
V1aR counter = activates human V1a receptor in oxytocin agonist counter-screen; 320,000 tested, 0.25% active; AID 2797; CHO-V1R cells, Fluo-8 calcium fluorescence, agonist mode; 0% DMSO, 100% 3 nM vasopressin; activation, % at 3 µM;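 active = activation above the mean activation of all tested compounds plus 3 SD, per screening run, cut at about 20% in these data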;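 note: signal is peak over basal fluorescence ratio across a 100 second FLIPR read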
CHO parental Ca = counter-screen for OX1R antagonists: effect in parental CHO cells; parental CHO-K1, ATP-induced calcium, Fluo-8 fluorescence; inhibition, % at 5.6 µM; 330,000 tested, 0.63% active;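 active = inhibition above that plate's mean sample inhibition plus 3 SD, cut at about 26% in these data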;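 note: 0% = ATP-challenged DMSO wells and 100% = DMSO wells without ATP; some compounds past the cut are filed as inactive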
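Test system: parental CHO cells; detection: calcium-sensitive Fluo-8 fluorescence; evaluation: percent inhibition of calcium signal; also added: ATP as calcium-mobilizing challenge; repeats: one well per compound; control set: ATP-challenged DMSO wells low, unchallenged DMSO wells high; compound: single nominal dose of 5.6 µM per compound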
TAAR1 antag = human TAAR1 antagonism. Q96RJ0. CHO RD-HGA16 TAAR1, Fluo-8 calcium fluorescence, antagonist. inhibition, % at 3 µM. 360,000 tested, 1.5% active. AID 624466;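 active = inhibition above a per-plate cutoff, the mean inhibition of test compounds on that plate plus 3 SD, cut at about 49% in these data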;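 note: 0% = DMSO plus EC80 beta-PEA response and 100% = DMSO alone without agonist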
Target sequence (Q96RJ0 whole entry, looked up): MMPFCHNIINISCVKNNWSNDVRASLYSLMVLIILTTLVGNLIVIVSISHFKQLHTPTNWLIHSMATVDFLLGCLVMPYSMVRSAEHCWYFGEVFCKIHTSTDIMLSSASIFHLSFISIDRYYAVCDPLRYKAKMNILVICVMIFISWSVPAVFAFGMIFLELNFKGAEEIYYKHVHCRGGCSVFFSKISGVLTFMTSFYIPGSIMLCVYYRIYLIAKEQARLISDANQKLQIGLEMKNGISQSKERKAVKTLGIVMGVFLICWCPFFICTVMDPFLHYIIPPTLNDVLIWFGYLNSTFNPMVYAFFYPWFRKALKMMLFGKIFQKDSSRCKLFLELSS
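Material: RD-HGA16 CHO cells with stable hTAAR1 and Gα16; Dosing: single nominal final test compound concentration of 3 µM; Schedule: seeding 17-24 h prior, 75-min 37 °C, 30-min RT dye loading; Detection: kinetic Fluo-8 calcium fluorescence measurement; Measure: % inhibition from peak post-agonist over basal fluorescence ratio; Benchmarks: vehicle and agonist controls.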
OXTR potentiator = potentiates the human oxytocin receptor response; P30559; CHO-OTR cells, Fluo-8 calcium fluorescence, potentiator mode; 0% = oxytocin EC15, 100% = EC100; activation, % at 3 µM; 320,000 tested, 0.061% active; AID 2445;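 active = activation above that plate's cutoff, the mean activation of tested compounds plus 3 SD, cut at about 6.6% in these data, passing the limit was not always enough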;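 note: 100% uses oxytocin at 75 nM as the full agonist control; some results filed as inactive read as strong as hits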
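Assay system: CHO cell line stably expressing human OTR | Also added: Oxytocin at about EC15, sub-maximal agonist stimulus | Times: Compound 6 min at room temperature before oxytocin, 100 s read | Measured by: Fluo-8 intracellular calcium fluorescence, ex 470-495, em 515-575 nm | Controls: EC15 oxytocin alone as 0%, 75 nM oxytocin as 100%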
TAAR1 ag = agonists of human TAAR1. 360,000 tested, 0.99% active. CHO RD-HGA16 TAAR1, Fluo-8 calcium fluorescence; vehicle wells 0%, saturating PEA agonist 100%. activation, % at 3 µM. Q96RJ0;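 active = activation above the mean activation of all test compounds in the run plus 3 SD, cut at about 38% in these data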
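Assay system: CHO-derived RD-HGA16 cells with stable Gα16 and human TAAR1; timing: 17-24 h seeding, 75 min 37 °C dye, 30 min RT; read-out: % activation from peak over basal fluorescence ratio, DMSO-to-PEA scaled; measured by: kinetic Fluo-8 calcium fluorescence; benchmarks: low control DMSO, high control PEA (EC100); doses: 3 µM single concentration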
CHO-K1 Ca PAM = counter-screen for M1 PAMs: effect in parental CHO-K1 cells | 360,000 tested, 0.02% active | activation, % at 3 µM | ATP EC20, Fluo-8 calcium fluorescence; 0% at ATP EC20, 100% at ATP max;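 active = activation above the run cutoff, the mean activation of all test compounds plus 3 SD, cut at about 40% in these data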;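 note: peak over basal fluorescence ratio in a 140 s read after ATP addition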
* hit, by the source's call; nt = no result given.

SMILES	CHO-K1 Ca antag	CHRM1 agonist	CHO-K1 Ca ag	V1aR counter	CHO parental Ca	TAAR1 antag	OXTR potentiator	TAAR1 ag	CHO-K1 Ca PAM
COc1cc(OC)c(C(=O)Nc2ccncc2)cc1OC	-2	-1	0.0	1.1	-11	-29	5	11	7
O=C(NCc1ccc(Cl)cc1)c1cccc2c1C(=O)N(CC1CCCO1)C2 (stereo unspecified)	10	-3	0.5	-0.7	-14	-7	-7	0	0
O=c1c2ccccc2n2c(-c3cccc(Cl)c3)nnc2n1Cc1ccccc1	-13	-7	0.3	-1.1	-14	-12	-5	6	17
CC(C)On1c(SC(C)C)nc2ccccc2c1=O	2	-7	0.0	-0.9	-10	4	4	20	13
NC(=O)C1CCN(C(=O)COc2cccc3ccccc23)CC1	-12	-4	0.1	-0.3	-9	-7	5	-1	17
COC(=O)c1ccccc1NC(=O)CSCC(=O)Nc1ccccc1OC	-4	-3	2.1	0.5	-20	0	-8	20	15
COc1cc2c(cc1OC)-c1cc(N3CCCc4ccccc43)nc(=O)n1CC2	-13	-6	0.0	-1.0	-23	-6	-11	-1	7
Cc1sc2ncn(CC(=O)NCCCN3CC(C)CC(C)C3)c(=O)c2c1S(=O)(=O)N1CC(C)CC(C)C1 (stereo unspecified)	-7	-12	-1.4	0.4	-15	-14	-3	2	-3
CCOc1cc2[nH]c(=S)n(CCC(=O)NC3CCCCC3)c(=O)c2cc1OCC	9	6	-0.3	nt	nt	-4	nt	0	-11
C=CCCCOc1ccc(C(=O)O)cc1	-13	-4	1.2	1.8	7	15	-6	11	14
COc1cc(OC)cc(C(=O)NNC(=O)CCCOc2ccccc2)c1	-18	-5	0.6	0.4	-19	4	-1	7	16
FC(F)(F)c1nnc2ccc(NCc3cccnc3)nn12	-4	-4	0.6	1.2	-10	-1	-5	12	20
Cn1c(SCC(=O)NC2CCCC2)nnc1-c1ccccn1	0	-1	1.2	3.5	-5	-5	0	0	-4
Cc1ccc(Cl)cc1NC(=O)COC(=O)C1CCCC1	-10	-4	0.2	-1.6	-5	-12	-14	4	18
NC(=O)C1CCN(C(=O)c2cccc(S(=O)(=O)N3CCCC3)c2)CC1	-5	-4	0.8	nt	nt	-47	nt	5	5
Cc1ccccc1OCC(=O)NC(=S)Nc1ccc2c3c(cccc13)CC2	4	-2	-0.5	1.4	-2	3	-2	3	-5
COc1ccc(Cl)cc1NC(=O)C1CCCN(S(=O)(=O)c2cccc3nonc23)C1 (stereo unspecified)	-11	-2	0.3	nt	nt	15	nt	0	9
Cc1ccc(S(=O)(=O)N2CC3(C)CN(S(=O)(=O)c4ccc(C)cc4)CC(C)(C2)C3O)cc1 (stereo unspecified)	0	-5	-0.7	0.4	-16	-11	-7	10	7
Cc1cc(OCC(=O)NCCN2CCOCC2)cc(C)c1Br	-2	-4	0.5	-0.1	-14	-6	1	7	9
CCN(c1ccccc1)S(=O)(=O)c1ccc(F)c(C(=O)O)c1	-6	-2	0.5	-0.2	2	8	-5	3	16
O=S1(=O)CC(N2CCN(CCO)CC2)CN1CCc1ccccc1 (stereo unspecified)	14	-4	0.5	nt	nt	-12	nt	2	7
CCOc1ccc(S(=O)(=O)N2CCOCC2)cc1NC(=O)c1ccc(N2CCCC2=O)cc1	-1	-4	0.3	-0.9	-14	-14	-6	2	-18
Cc1cc(C)c(C(N)=O)c(Nc2cccc(Cl)c2C)n1	-2	1	-0.4	0.4	-10	-11	0	2	-1
O=C(Nc1cccc(S(=O)(=O)C(F)F)c1)c1ccc(S(=O)(=O)N2CCCC2)cc1	17	-4	6.9	1.8	-13	34	-2	18	5
COc1ccc(-n2nc(C(=O)O)cc2-c2ccccc2)cc1	0	-3	1.0	0.7	-6	0	-7	1	1
O=C(COc1ccc([N+](=O)[O-])cc1Cl)Nn1cnnc1	-20	-3	0.8	0.7	-2	-12	1	4	22
C/C(CC(=O)NCCCN1CCOCC1)=N\NC(=O)COc1ccc(C)cc1	-10	-6	0.7	-0.2	-3	0	-6	1	17
CC1=C(C(=O)NC2CCCc3c2cnn3-c2ccc(F)cc2F)OCCO1 (stereo unspecified)	1	3	7.4	6.5	4	-1	-7	2	-11
CCN(CC)S(=O)(=O)c1cccc(C(=O)OCC(=O)N2CC(=O)Nc3ccccc32)c1	-7	2	1.3	0.8	-16	7	8	6	12
CCC(CC)Nc1ccc(C(CC(N)=O)NC(=O)Cc2cccc3ccccc23)cc1[N+](=O)[O-] (stereo unspecified)	-12	-2	0.9	-0.2	-27	-7	-6	3	13
COc1ccc(N2CCN(CCNS(=O)(=O)c3cccc4nsnc34)CC2)cc1	-17	-2	2.5	nt	nt	9	nt	5	22
CCOC(=O)N(Cc1ccccc1)C(C(=O)O)C(C(=O)O)N(Cc1ccccc1)C(=O)OCC (stereo unspecified)	-13	-1	-0.3	1.1	-13	-4	0	7	6
O=S(=O)(Nc1ccccc1Br)c1cccc2cccnc12	-12	-2	1.1	nt	nt	-25	nt	0	11
N#C/C(=C\c1ccccc1)C(=O)Nc1ccccn1	-5	-2	-0.2	0.1	-8	-14	-10	2	-20
COC(=O)c1c(NC(=O)C2C3CCC(C3)C2C(=O)O)sc2c1CCCCC2 (stereo unspecified)	-7	-6	-0.5	0.8	-12	-13	-5	9	5
CCN(CC)c1ccc(/C=N/NC(=O)c2ccccn2)cc1	-11	-4	0.3	-1.2	-11	-17	-12	1	14
O=C(O)CCCC(=O)Nc1cccc(-c2nc3ccccc3[nH]2)c1	-1	-1	0.3	0.1	-3	-20	7	17	-1
COc1ccccc1N1CCN(CC(O)COc2ccc(C)c(C)c2)CC1 (stereo unspecified)	-2	-4	2.2	1.0	-10	-7	-15	10	-19
COc1ccc(-c2cc(C)no2)cc1S(=O)(=O)N(C)c1ccc(C)cc1	-19	-3	1.3	-0.5	-12	10	-10	-3	19
CCc1nc2ccc(C(=O)N3CCN(C(=O)c4ccco4)CC3)cn2c1N(C)C(=O)c1cccc(OC)c1	-4	-5	0.8	nt	nt	-7	nt	0	17

Structures shown so far with a nitro group on carbon, in the order listed:
SMILES	CHO-K1 Ca antag	CHRM1 agonist	CHO-K1 Ca ag	V1aR counter	CHO parental Ca	TAAR1 antag	OXTR potentiator	TAAR1 ag	CHO-K1 Ca PAM
O=C(COc1ccc([N+](=O)[O-])cc1Cl)Nn1cnnc1	-20	-3	0.8	0.7	-2	-12	1	4	22
CCC(CC)Nc1ccc(C(CC(N)=O)NC(=O)Cc2cccc3ccccc23)cc1[N+](=O)[O-] (stereo unspecified)	-12	-2	0.9	-0.2	-27	-7	-6	3	13

Next section:
SMILES	CHO-K1 Ca antag	CHRM1 agonist	CHO-K1 Ca ag	V1aR counter	CHO parental Ca	TAAR1 antag	OXTR potentiator	TAAR1 ag	CHO-K1 Ca PAM
CS(=O)(=O)N1CCC(C(=O)N2CCC(Cc3ccccc3)CC2)CC1	-27	-7	2.2	1.0	0	1	-3	1	17
Cc1csc(NC(=O)CCNS(=O)(=O)c2ccc3c(c2)c(=O)n(C)c(=O)n3C)n1	-17	-8	-0.1	0.1	-6	13	-1	2	2
Cn1c(=O)c(=O)n(C)c2cc(N3CCOCC3)c(NS(=O)(=O)c3ccc(F)c(Cl)c3)cc21	-5	-2	0.5	0.7	-22	-6	-10	0	2
CC(C)CNc1oc(-c2ccccc2Cl)nc1C#N	17	-7	-0.5	-0.1	-19	1	-5	10	-8
Cc1c(C(=O)N2CCN(S(=O)(=O)c3cc(F)ccc3F)CC2)oc2ccccc12	-11	0	1.4	-0.1	-15	26	-8	0	5
Cc1ccc2cc(/C=N/NC(=O)CN3CCOCC3)c(Cl)nc2c1	7	-4	0.1	-0.2	10	-18	-12	2	1
CC(=O)Nc1ccc(OC(=O)C(CCS(C)(=O)=O)N2C(=O)c3ccccc3C2=O)cc1 (stereo unspecified)	-9	-1	-0.2	0.9	-3	1	-4	9	8
Cc1ccc(C)c(NC(=O)CN(C)C(=O)c2cc(C3CC3)nn2-c2ccccc2)c1	-16	-1	3.6	-0.2	-26	27	-7	7	7
Cc1nc2c(C)cccn2c(=O)c1NC(=O)c1ccc(Br)o1	10	-2	0.0	0.1	9	-33	1	2	-2
CN1CCN(C(=O)c2cc3nc(-c4ccco4)cc(C(F)(F)F)n3n2)CC1	-10	-1	1.7	0.9	-10	-3	-2	1	-7
CCOC(=O)[C@]12CCC=C1N(Cc1ccc3c(c1)OCO3)C(=O)[C@H](CC(=O)N1CCN(C(=O)c3ccco3)CC1)C2	-25	nt	1.5	nt	nt	1	nt	5	18
O=S(=O)(c1ccc(Cl)cc1)N1CCCN(c2nc3ccc(Cl)cc3s2)CC1	0	-4	0.8	3.9	-19	-13	-8	4	19
O=C(CN1C(=O)c2ccccc2C1=O)N1CCN(C2c3ccccc3-c3ccccc32)CC1	-7	-2	3.2	1.2	-18	41	-9	6	29
COc1cccc(OC)c1C(=O)NC(=O)Nc1c(F)cc(F)cc1F	-16	-5	0.5	-0.6	2	-2	-3	-1	15
CC(=O)N1CCN(S(=O)(=O)c2ccc(Cl)cc2F)CC1	1	-4	0.1	1.5	3	8	-4	0	-1
CCC(OCC(O)CN1CCN(CCN2C(=O)c3cccc4cccc(c34)C2=O)CC1)c1ccccc1 (stereo unspecified)	1	-4	3.8	5.5	-31	2	-12	8	-3
CN1C(C(=O)Nc2ccccn2)=C(O)c2sc(Cl)cc2S1(=O)=O	0	-3	0.2	-0.8	-8	-10	-11	1	15
CC(C)c1ccccc1NC(=O)Nc1nc(C(N)Cc2ccc(C(F)(F)F)cc2)cs1 (stereo unspecified)	0	4	3.4	nt	nt	37	nt	38*	13
CCS(=O)(=O)c1ccc(N=Nc2ccc(O)c3ncccc23)c(OC)c1	4	-5	-0.1	nt	nt	2	nt	1	-3
CCc1ccc2c(c1)C(c1ccc([N+](=O)[O-])cc1)=NNC(c1ccc(F)cc1)=N2	-5	-7	-0.3	-1.6	-14	-16	1	-1	13
O=C(NCCCl)Nc1cc([N+](=O)[O-])ccc1Cl	-4	-3	0.6	0.7	-1	4	-8	5	13
Oc1cc(Cc2ccccc2)cnc1CN1CCOCC1	-19	-5	3.2	0.2	-11	-10	-12	2	16
CC(=O)Nc1ccc(S(=O)(=O)NCC(C)NS(=O)(=O)c2ccc(NC(C)=O)cc2)cc1 (stereo unspecified)	1	-2	0.2	-0.9	-2	-22	-1	8	-2

High-throughput results deposited in PubChem BioAssay by The Scripps Research Institute Molecular Screening Center.
